14-3-3 Bad PPI = inhibitors of 14-3-3 zeta/Bad binding, primary screen, biochemical, TR-FRET, bovine 14-3-3 zeta. 0.71% of 220,000 active. inhibition, % at 21.7 µM. TR-FRET 14-3-3zeta/Dy647-pBad peptide displacement, 1 h;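 active = inhibition above about 70%, limit read from the data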;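 also: 0% = full 14-3-3 plus peptide FRET controls and 100% = background without 14-3-3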
Runt-CBFb FRET = inhibitors of RUNX1 Runt–CBFb binding, primary screen, biochemical, FRET, Cerulean-Runt, Venus-CBFb, uHTS. 0.46% of 220,000 active. inhibition, % at 20 µM. Cerulean-Runt/Venus-CBFb FRET ratio 530/480, 1 h. Runt-related transcription factor 1 (Homo sapiens) + Core-binding factor subunit beta …;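 active = inhibition over about 50% at 20 µM in the single-dose screen, limit read from the data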;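 also: 0% = DMSO wells and 100% = excess unlabeled CBFb competitor control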
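System: Cerulean-labeled Runt domain protein | Quantity: 100 nM of each labeled protein | Schedule: 1 h compound exposure, room temperature | Detection: Fluorescence energy transfer, 422 nm excitation, 530/480 nm emission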
Tb hexokinase = Trypanosoma brucei hexokinase 1 inhibitors, primary screen, biochemical, G6PDH-coupled NADH absorbance, MLSCN library; 0.11% of 220,000 active; recombinant TbHK1, G6PDH-coupled NADH A340; inhibition, % at 10 µM; AID 1430, 2008; hexokinase 1 [Trypanosoma brucei];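 active = inhibition of 50% or more in the single-dose primary screen; inactive = inhibition below 50%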
NCF1 inh = p47phox/p22phox peptide binding inhibitors, primary screen, biochemical, uHTS, NADPH oxidase regulatory subunit | inhibition, % at 24.7 µM | 0.53% of 220,000 active | fluorescence polarization, 2 h | Neutrophil cytosol factor 1 (Homo sapiens), P14598;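 active = inhibition above about 30%, limit read from the data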;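 also: 0% = p47phox with labelled peptide and 100% = labelled peptide alone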
Target sequence (P14598 whole entry, looked up): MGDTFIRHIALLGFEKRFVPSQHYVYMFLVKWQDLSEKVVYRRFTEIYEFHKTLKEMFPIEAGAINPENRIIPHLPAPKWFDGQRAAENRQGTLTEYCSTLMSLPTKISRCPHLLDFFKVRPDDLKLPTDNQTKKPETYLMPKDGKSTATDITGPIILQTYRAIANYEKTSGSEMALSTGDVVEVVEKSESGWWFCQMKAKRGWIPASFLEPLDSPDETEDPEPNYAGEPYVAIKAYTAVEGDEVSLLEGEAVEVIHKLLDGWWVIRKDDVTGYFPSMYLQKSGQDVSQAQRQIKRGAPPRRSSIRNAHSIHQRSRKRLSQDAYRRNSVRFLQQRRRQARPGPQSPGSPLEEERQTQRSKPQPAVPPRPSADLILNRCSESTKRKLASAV
EBV gp42 block = Epstein-Barr virus gp42 inhibitors, primary screen, biochemical, uHTS, fluorescence polarization. Glycoprotein 42 (Epstein-Barr virus (strain AG876)), Q1HVG2. Fluorescence polarization binding assay, mP read-out. inhibition, % (tested at 21.74 µM). 0.42% of 220,000 active. AID 1085, 2008; in the data active = inhibition above about 50%
L929 necroptosis = inhibitors of zVAD-triggered necroptosis, primary screen, L929 cells; L929 zVAD necroptosis rescue, ATP luminescence, 24 h; with zVAD 60 µM; 0.38% of 220,000 active; viability rescue, % at 10 µM;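 active = activation, scaled between plate controls, above about 75%, limit read from the data; inactive = activation under that limit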;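 also: 0% = zVAD with DMSO and 100% = DMSO alone without zVAD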
Hck Nef HTS = inhibitors of Nef-activated human Hck kinase, primary screen, biochemical, Z-Lyte FRET, 384-well, Hck-YEEI | Tyrosine-protein kinase HCK (Homo sapiens), P08631 | 0.68% of 220,000 active | AID 463187, 2010 | inhibition, % at 20 µM | Recombinant Hck-YEEI plus Nef, Z-Lyte FRET kinase assay;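 active = Hck-Nef kinase inhibition above about 50%, limit read from the data; inactive = inhibition below that limit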;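 also: 0% = DMSO with Hck plus Nef and 100% = Hck alone without Nef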
Target sequence (P08631 whole entry, looked up): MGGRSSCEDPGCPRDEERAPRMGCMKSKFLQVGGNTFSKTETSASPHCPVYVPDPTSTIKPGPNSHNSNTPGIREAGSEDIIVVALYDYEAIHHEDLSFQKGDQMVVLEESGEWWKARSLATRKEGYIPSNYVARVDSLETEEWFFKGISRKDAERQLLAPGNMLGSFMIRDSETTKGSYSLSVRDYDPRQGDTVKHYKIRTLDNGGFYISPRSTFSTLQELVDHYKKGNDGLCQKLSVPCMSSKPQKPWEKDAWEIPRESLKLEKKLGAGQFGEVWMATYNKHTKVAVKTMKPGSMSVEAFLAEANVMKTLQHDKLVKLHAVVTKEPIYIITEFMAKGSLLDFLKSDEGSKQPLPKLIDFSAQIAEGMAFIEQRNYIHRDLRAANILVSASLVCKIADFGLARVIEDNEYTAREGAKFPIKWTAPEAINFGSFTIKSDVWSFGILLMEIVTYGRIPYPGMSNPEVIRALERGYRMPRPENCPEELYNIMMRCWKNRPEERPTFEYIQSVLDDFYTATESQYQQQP
MDM2 E3 inh = MDM2-luciferase reporter signal enhancers, primary screen, MDM2 E3 ligase inhibitor project, cell-based, luminescence, 1536-well. signal enhancement, % at 5 µM. cell-based MDM2 ubiquitination luciferase reporter, 2 h; 0 = plate control, 100 = twice control, blank-subtracted. 0.11% of 210,000 active. E3 ubiquitin-protein ligase Mdm2 (Homo sapiens), Q00987. AID 1230, 2008;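 active = signal enhancement of 30% or more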;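 also: luminescence tracks abundance of the self-degrading MDM2-luciferase fusion protein; higher signal means inhibition of MDM2 E3 ligase activity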
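Assay system: stable mammalian line carrying autodegrading MDM2–luciferase fusion reporter; amount: 2000 cells seeded into each well; buffer or medium: DMEM; benchmarks: plate control and blank wells; signal: luciferase luminescence; timing: 2 h compound exposure at 37 °C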
Runt-SMMHC FRET = inhibitors of RUNX1 Runt–CBFb-SMMHC binding, primary screen, biochemical, FRET, Cerulean-Runt, Venus-CBFb-SMMHC, uHTS | Runt-related transcription factor 1 (Homo sapiens) + Core-binding factor subunit beta … | Cerulean-Runt/Venus-CBFb-SMMHC FRET ratio 530/480, 1 h | inhibition, % at 20 µM | 0.74% of 220,000 active;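 active = mean inhibition across duplicate retests at 20 µM reaching about 50%, limit read from the data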;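 also: 0% = DMSO wells and 100% = wells with excess untagged CBFb-SMMHC; inhibitors lower the FRET ratio by blocking Runt binding to CBFb-SMMHC; some results filed as inactive read as strong as hits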
* hit, by the source's call; · = no result given; & = joins results of further samples; [ ] = dose if it differs, or a comment. No enrichment for hits (roughly 3.2% active in at least one column).

SMILES	14-3-3 Bad PPI	Runt-CBFb FRET	Tb hexokinase	NCF1 inh	EBV gp42 block	L929 necroptosis	Hck Nef HTS	MDM2 E3 inh	Runt-SMMHC FRET
Cc1cc(C)nc(NC(N)=NC(C)c2ccccc2)n1 (centres undefined)	-14	0	3	-6	1	0.0	30	0	-2
O=C(O)CCC(=O)NNC(=O)c1cccc(Br)c1	-19	1	18	-9	-16	0.7	1	-15	3
Cc1nn(-c2ccccc2)c(Cl)c1CN(C(=O)CCl)c1cccc2ccccc12	1	0	0	-20	-12	-0.3	-1	-4	1
COc1ccc(Cl)cc1-c1n[nH]c(=S)o1	57	5	-14	-2	-16	-0.4	-3	-27	-4
CC1(C)Oc2ccc3ccc(=O)oc3c2/C(=C/Nc2cccc(O)c2)C1=O	11	-6	-3	-16	-16	67	14	-11	2
CC(=O)Nc1ccc(S(=O)(=O)NCc2ccc(C(=O)NC(C)c3ccccc3)cc2)cc1 (centres undefined)	11	0	25	-9	-16	-0.5	-6	-13	-1
CCN(CC)CCCNC(CC(=O)Nc1cccc([N+](=O)[O-])c1)C(=O)O (centres undefined)	5	-1	-8	-11	-12	1.0	5	29	-2
Cc1cc(C(=O)N2CCCC(CCC(=O)N3CCN(c4ccccn4)CC3)C2)c(C)o1 (centres undefined)	-3	1	-2	-5	11	0.1	8	-4	-2
COc1ccc(-n2ncc3c(SCC(=O)N4CCN(c5ccccc5OC)CC4)ncnc32)cc1	4	-3	-6	-25	-11	0.2	1	-9	-1
COC(=O)c1sccc1Oc1ccc(Cl)cc1N1C(=O)CCC1=O	3	0	-9	-6	-14	-1.0	15	-2	-3
COCCN(C(=O)c1ccco1)c1nnc(-c2ccc(F)cc2)s1	-9	-2	-5	5	2	-1.1	9	-10	3
O=C(c1ccc(CN2CCc3ccccc3C2)cc1)N1CCc2ccccc2C1	-3[fluorescence artefact?]	2	5	-4	-12	-0.4	-1	-14	0
O=C(CN1C(=O)NC2(CCCC2)C1=O)N1CCN(C(=O)c2ccco2)CC1	-8	0	-1	-9	-15	0.1	2	-12	-4
CNCC(=O)Nc1ccc(Cl)c(C(F)(F)F)c1	11	2	6	11	5	0.8	16	-55	0
CCCS(=O)(=O)N1CCN(C(=O)COc2ccccc2)CC1	3	-2	-6	-18	-1	0.1	0	0	2
O=C(NCc1ccco1)C(c1ccco1)N(CCc1ccccc1)C(=O)Cn1nnc2ccccc21 (centres undefined)	-16	-2	27	-3	-12	-0.5	3	-15	1
Clc1ccccc1-c1nnc(-c2cccs2)o1	-12	2	-2	7	-23	1.1	19	-23	-3
CCOc1cc(C)c(S(=O)(=O)NC2CC(C)(C)NC(C)(C)C2)cc1C	-1	0	5	-8	-4	0.8	-1	-7	-5
COc1ccc(C(=O)C(CCCCC(CN(C)C)C(=O)c2ccc(OC)cc2)CN(C)C)cc1 (centres undefined)	11	·	-1	1	-5	1.2	1	-17	0
Cc1ccc(CNC(=O)C2CCCN2C(=O)NCc2ccccc2)cc1 (centres undefined)	-5	0	1	0	-22	0.0	1	-10	3
COc1ccc(CC(=O)OCc2nnc(-c3ccccc3)o2)cc1	-2	-1	11	3	-9	-1.2	12	-6	2
CCOc1ccc(/C=C2\SC(=S)NC2=O)cc1OC	-10	-5	-12	-38	-7	44	39	2	-10
O=C(c1cccs1)N1CCc2ccccc21	3	0	-6	-12	-25	0.2	1	-12	0
CCOc1ccc(Cc2nc(C)c(CC(=O)N3CCOCC3)c(=O)[nH]2)cc1	-4	-1	38	-2	-3	-0.2	3	-6	4
O=C1NC(=Nc2ccc(O)cc2)S/C1=C\C=C\c1ccco1	7	10	-12	-14	-4	-0.2	94*	-14	-11
CCCCOC(=O)C1CCCC(C(=O)OCCCC)N1 (centres undefined)	17[fluorescence artefact?]	7	-7	-6	-8	-0.2	1	-13	3
S=C(Cc1ccc(Cl)cc1)N1CCOCC1	-7	10	3	-10	-6	0.8	32	-16	5
O=C(NC(CO)C(O)c1ccc([N+](=O)[O-])cc1)C(Cl)Cl (centres undefined)	-10	0	11	-7	-29	-0.5	20	-16	-1
FC(F)(F)c1ccc(Cl)c(-n2c(-c3cc(C4CC4)[nH]n3)n[nH]c2=S)c1	-2	6	-5	-6	-7	1.5	3	-4	4
CCOc1ccc(C2c3c(oc4cc(C)c(C)cc4c3=O)C(=O)N2CCCN2CCOCC2)cc1 (centres undefined)	3	-5	-33	-9	0	0.2	-1	-9	0
O=C(Nc1ccc(-c2csc(Nc3ccccc3)n2)cc1)c1cccc(C(F)(F)F)c1	-2	4	-9	-16	-24	60	36	7	5
Cn1nc(CC(=O)NC2CCCCCCCCCCC2)c2ccccc2c1=O	34	·	-1	14	-21	-0.2	24	-11	-2
Nc1cc(Cl)ccc1Oc1ccc2ccccc2c1	-6	0	7	-4	0	0.1	5	-14	3
Cc1cc(C)c(NC(=O)CSc2nc(COc3ccccc3)nc3ccccc23)c(C)c1	7[fluorescence artefact?]	-2	-6	-8	-27	1.7	3	-6	-9
CC(C)(C)n1nnnc1SCC(=O)Nc1nn(-c2ccccc2)nc1C(N)=O	-3	0	2	-5	-2	2.4	21	-7	-3
O=C(CSc1nc(-c2ccccc2)cs1)N1CCN(C(=O)c2ccco2)CC1	-3[fluorescence artefact?]	-1	1	4	-8	0.3	2	-2	-5
CC1(C)Cc2c(cnn2-c2ccccc2)C(=O)/C1=N\NC(=O)c1ccccc1O	·	1	-20	-5	-12	-0.3	-3	-5	0
CCCCN=C1NN=C(c2ccc(C)c(C)c2)CS1	-12	1	3	-17	-8	4.1	20	-6	2
CCc1ccc(N2C(=O)CC(N3CCN(Cc4ccc5c(c4)OCO5)CC3)C2=O)cc1 (centres undefined)	-7	3	-1	-5	-7	1.0	24	-8	3
CCOC(=O)c1cnc2c(-c3ccccc3)cnn2c1C	-6	-4	-10	-3	-25	1.0	19	-28	-3
CCOc1c2ccc(C(=O)NCc3ccc4c(c3)OCO4)cc2nn1CCOC	38	·	-5	-11	-7	0.1	4	-12	3
COc1cccc2cc(C(=O)NCc3ccco3)c(=Nc3ccc(C(=O)O)cc3)oc12	-5[fluorescence artefact?]	5	-18	-16	3	1.6	19	-8	-4
CCCCCCC(=O)Oc1cccc(N2C(=O)C3CCCCC3C2=O)c1 (centres undefined)	-8	-6	4	-5	-3	0.2	-34	-4	-6
Cc1ccccc1NS(=O)(=O)c1cc(S(C)(=O)=O)ccc1C	-1	2	31	-6	-5	0.2	4	2	3
CCNS(=O)(=O)c1ccc(NC(=O)CC(C)c2ccccc2)cc1 (centres undefined)	-21	1	1	-3	0	1.4	7	-10	0
Cc1nc2ccccc2c2oc(C(=O)NCC3CCCO3)cc12 (centres undefined)	-5[fluorescence artefact?]	0	3	1	-14	2.0	8	-14	1
CC(=O)Nc1ccc(Sc2ccccc2C(=O)Nc2ccc(F)cc2)cn1	-11	2	0	-10	2	74	21	-4	1
CCn1cc(C(=O)O)c(=O)c2cc(F)c(N/N=C/c3ccccc3)cc21	-4	0	-26	-16	-19	0.5	2	-6	3

One compound at a time, as listed above.
Cc1cc(C)c(NC(=O)CSc2nc(COc3ccccc3)nc3ccccc23)c(C)c1 is listed as 14-3-3 Bad PPI = 7[fluorescence artefact?]; Runt-CBFb FRET = -2; Tb hexokinase = -6; NCF1 inh = -8; EBV gp42 block = -27; L929 necroptosis = 1.7; Hck Nef HTS = 3; MDM2 E3 inh = -6; Runt-SMMHC FRET = -9
CCOc1ccc(/C=C2\SC(=S)NC2=O)cc1OC is listed as 14-3-3 Bad PPI = -10; Runt-CBFb FRET = -5; Tb hexokinase = -12; NCF1 inh = -38; EBV gp42 block = -7; L929 necroptosis = 44; Hck Nef HTS = 39; MDM2 E3 inh = 2; Runt-SMMHC FRET = -10

More entries
SMILES	14-3-3 Bad PPI	Runt-CBFb FRET	Tb hexokinase	NCF1 inh	EBV gp42 block	L929 necroptosis	Hck Nef HTS	MDM2 E3 inh	Runt-SMMHC FRET
CN1CCC(OC(=O)c2ccc(Cl)cc2Cl)CC1	7	-2	1	7	-16	1.2	17	-5	0
Cc1ccc(S(=O)(=O)CCC(=O)OCC(=O)NCc2ccc(Cl)cc2)cc1	6	-3	1	4	3	1.1	20	-14	1
Cc1c(C(=O)Nc2c(F)cccc2F)sc2ncnc(N3CCN(c4ccccc4)CC3)c12	-7	-3	-11	-85	-5	1.9	31	-19	-3
Cc1ccc(SCc2cc(=O)n3ccsc3n2)c(C)c1	3[fluorescence artefact?]	1	-11	-4	2	0.1	1	-23	0
Cc1ccc(O)c(-c2cc(C(F)(F)F)[nH]n2)c1	-6	·	1	-16	-17	0.2	0	-3	-5
COc1c2ccoc2nc2c(OC)c(OCC(OC(C)=O)C(C)(C)O)ccc12 (centres undefined)	9	2	-18	161*	-12	0.5	11	-4	-2
Cn1cnnc1SCC(=O)N1CCN(C(=O)c2ccco2)CC1	19	0	-5	3	-5	2.5	24	4	0
Cc1ccc(CN2C(=O)C3CCCN3c3ccc(S(=O)(=O)N4CCOCC4)cc32)cc1 (centres undefined)	-7[fluorescence artefact?]	1	-8	-98	-36	0.5	2	0	-4
COc1ccc(-c2nnc(Nc3nc4c(OC)cccc4s3)o2)cc1	59[fluorescence artefact?]	-4	-51	26	33	0.8	0	-19	-1
COC(=O)c1ccc(Cl)c(NC(=O)CN(c2ccc3c(c2)OCO3)S(C)(=O)=O)c1	5[fluorescence artefact?]	-2	1	-13	6	0.8	6	-21	-2
O=C(NC(NC(=S)Nc1ccccc1C(=O)O)C(Cl)(Cl)Cl)c1ccco1 (centres undefined)	-14	5	36	5	-8	1.5	2	-12	0
N/C(COc1cc(Cl)cc(Cl)c1)=N\O	-2	1	-10	4	-3	-0.3	7	-8	0
CCC(=O)OCCNc1cc(Sc2nc3ccccc3[nH]2)c2nonc2c1[N+](=O)[O-]	-5[fluorescence artefact?]	43	-11	-6	-16	14	1	-23	32
CC(=O)c1cccc(N(CC(=O)Nc2ccccc2F)S(C)(=O)=O)c1	-1	0	-4	-2	-6	1.0	9	-3	3
Nc1cc(N2CCCC2)c(Cl)cc1[N+](=O)[O-]	-10	-2	-1	1	-4	3.0	20	-6	-5
CC(C)NCC(O)COc1ccc(CCOCC2CC2)cc1 (centres undefined)	0&2&-3[fluorescence artefact?]	-2&-1	0	-3&-12&-9	-2&-11&-8	3.4	3	·	-1&1
OC(CNC1Cc2ccccc2C1)COc1ccc(F)cc1 (centres undefined)	3	1	-1	-14	-10	0.2	7	-25	-5

Assay outcomes from PubChem BioAssay.
